Compound activity (PubChem)
TRPV1 agonist = human TRPV1 agonism | Q8NER1 | TRPV1-expressing cells, Fluo-8 calcium influx, agonist mode | activation, % at 8.33 µM | hit rate 0.19% among 320,000 | AID 540275; in the data active = activation above about 80%; inconclusive = between about 30% and that limit; note: 0% is about no effect
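TRPV1-expressing cells were cultured overnight at 35.5C and loaded with Fluo-8 calcium dye for 40 to 90 min at room temperature. After a 10 s baseline, compound was added and calcium influx was read kinetically for 3 min (ex 480/em 520 nm).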
PKM2 activator = increases activity of human pyruvate kinase M2 | AID 1631 | Potency, µM (doses to about 57.5 µM), inactives show at the highest dose activation, usual class: activators | P14618 | purified PKM2, Kinase-Glo ATP luminescence, activation; response scale: 0% is enzyme alone, no compound | hit rate 0.34% among 260,000; note: potency is the fitted concentration of half-maximal effect; % is set by controls: 0 for no effect and ±100 for the full control effect; nearly all actives have a fitted effect of over 55% in size
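ATP formation by purified human PK-M2, quantified via coupled luciferase luminescence after 1 h at room temperature with 0.1 mM ADP and 0.5 mM PEP final.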
B2AR arrestin = agonists driving beta-arrestin recruitment to human beta2-adrenergic receptor | P07550 | beta-arrestin recruitment to beta2AR, cell-based reporter | Potency, µM (doses to about 46.1 µM), for the others: top-dose activation, actives largely listed as activators | hit rate 0.02% among 330,000 | AID 492947;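 note: potency is the fitted concentration of half-maximal effect; 0% = DMSO controls and full agonism = EC100 isoproterenol or metaproterenol; nearly all actives have a fitted effect of over 65% in size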
FBPA coupling cs = counter-screen for Giardia aldolase inhibitors: coupling enzyme system | coupling enzyme system counterscreen, AmpLite Red fluorescence | activity change, negative = inhibition, % at 58.2 µM, hits read low | hit rate 0.67% among 290,000; in the data active = activity change below about -30%; note: % is set by controls: 0 for no effect and ±100 for the full control effect
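Coupling enzymes only (glyceraldehyde-3-phosphate) + compound, at 57.5 uM final, 10 min RT; add substrate/coupling/AmpLite Red mix, 20 min RT; fluorescence ex 525/em 598 nm. Actives flag coupling-system interference.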
KCNH2 3.1 block = inhibitors of human KCNH2 3.1 potassium channel isoform. U2OS KCNH2 3.1, thallium flux FluxOr; stronger effect = lower value. activity change, % (tested at about 1.8 µM). hit rate 0.95% among 340,000. AID 720553;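 active = maximum activity change below -70%; inconclusive = maximum activity change from -70% to -50%; inactive = maximum activity change above -50%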;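 note: thallium influx rate constant from kinetic fluorescence after stimulation buffer; % is set by controls: 0 for no effect and ±100 for the full control effect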
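Virally transduced U2OS (3.1 isoform, 4 h infection in dark at RT) → overnight 37 C → FluxOr + Red40 in HBSS/HEPES, 45 min → stimulation buffer, 2 min kinetic read → rate constant vs DMSO controls.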
GALK inh = inhibitors of human galactokinase; Potency, µM (highest dose often 57.5 µM), for inactives: at the top dose activity change, negative = inhibition, hits mostly inhibitors; P51570; hit rate 0.007% among 270,000; Purified GALK, Kinase-Glo residual ATP luminescence; note: potency is the fitted concentration of half-maximal effect; % is set by controls: 0 for no effect and ±100 for the full control effect
Target sequence (P51570 whole entry, looked up): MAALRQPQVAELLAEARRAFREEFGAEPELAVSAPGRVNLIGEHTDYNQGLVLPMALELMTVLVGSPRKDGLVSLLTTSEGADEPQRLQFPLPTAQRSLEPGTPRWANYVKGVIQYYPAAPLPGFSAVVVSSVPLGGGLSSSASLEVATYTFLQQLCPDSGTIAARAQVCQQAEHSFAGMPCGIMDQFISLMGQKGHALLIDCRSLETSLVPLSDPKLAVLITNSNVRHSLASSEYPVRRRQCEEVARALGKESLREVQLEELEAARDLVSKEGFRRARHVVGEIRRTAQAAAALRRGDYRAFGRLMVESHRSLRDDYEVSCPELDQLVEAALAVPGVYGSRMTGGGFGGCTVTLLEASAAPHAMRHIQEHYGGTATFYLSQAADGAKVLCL
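Quantitative HTS: GALK 5 nM, ATP 35 uM, galactose 100 uM, 1 h room temperature, then luciferase-based ATP detection.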
hERG WT inh = inhibitors of human wildtype KCNH2 potassium channel | Q12809 | U2OS, BacMam KCNH2, thallium flux FluxOr; stronger effect = lower value | activity change, % at 1.84 µM | hit rate 0.37% among 340,000 | AID 720551;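 active = maximum activity change below -70%; inconclusive = maximum activity change between -70% and -50%; inactive = maximum activity change above -50%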; note: % is set by controls: 0 for no effect and ±100 for the full control effect
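U2OS cells transduced with wild-type KCNH2 virus are loaded with FluxOr dye for 45 min, and thallium flux is measured in kinetic reads before and after stimulation buffer. Rate constants are normalized to DMSO controls.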
Giardia killer = kills Giardia lamblia | activity change, % at 7.66 µM, hits read low | Giardia lamblia trophozoite viability | hit rate 0.15% among 340,000; in the data active = activity change below about -80%; inconclusive = between about -30% and that limit;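 note: parasites exposed to compound for two days anaerobically before the ATP read; % is set by controls: 0 for no effect and ±100 for the full control effect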
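Giardia trophozoites, 100 cells per well, were exposed to compounds for 48 hrs at 37 deg C under anaerobic conditions; viability was then read as ATP content by bioluminescence after 15-30 min at room temperature.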
CXXC DNA block = blocks binding of human MLL CXXC domain to DNA. hit rate 0.037% among 290,000. Potency, µM (doses to about 115 µM), inactives show at the top dose activity change, negative = inhibition, most hits filed as inhibitors. Q03164. AID 2662. MLL-CXXC / FITC-HOXA9 DNA fluorescence polarization; active = well fitted inhibition curve with a large enough effect in the polarisation, with a control signal flat, not every such curve was filed as active; inconclusive = small, poorly fitted or top-dose-only effect, or effect the other way, or a change in a side signal; inactive = no such curve, though single readings can be large or run the other way; the % refers to the polarisation; note: potency is the fitted concentration of half-maximal effect
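Steps: dispense CXXC domain solution (7 uM) → pin compounds or unlabeled HOX-A9 DNA control → 5 min ambient → add FLSN-HOX-A9 solution (50 nM) → spin → 30 min ambient → fluorescence polarization. Tris pH 7.5/NaCl/DTT/BSA buffer.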
USP2a block = blocks human ubiquitin-specific protease USP2a | O75604 | AID 463254 | USP2 core, Ub-CHOP2 coupled fluorogenic reporter, 485/531 | hit rate 0.01% among 330,000 | Potency, µM (series often up to 38.3 µM), for inactives: at the highest dose activity change, negative = inhibition, actives largely listed as inhibitors;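 note: potency is the fitted concentration of half-maximal effect; plate controls were DMSO wells for no effect and full inhibition by NEM control for full effect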
Target sequence (O75604 whole entry, looked up): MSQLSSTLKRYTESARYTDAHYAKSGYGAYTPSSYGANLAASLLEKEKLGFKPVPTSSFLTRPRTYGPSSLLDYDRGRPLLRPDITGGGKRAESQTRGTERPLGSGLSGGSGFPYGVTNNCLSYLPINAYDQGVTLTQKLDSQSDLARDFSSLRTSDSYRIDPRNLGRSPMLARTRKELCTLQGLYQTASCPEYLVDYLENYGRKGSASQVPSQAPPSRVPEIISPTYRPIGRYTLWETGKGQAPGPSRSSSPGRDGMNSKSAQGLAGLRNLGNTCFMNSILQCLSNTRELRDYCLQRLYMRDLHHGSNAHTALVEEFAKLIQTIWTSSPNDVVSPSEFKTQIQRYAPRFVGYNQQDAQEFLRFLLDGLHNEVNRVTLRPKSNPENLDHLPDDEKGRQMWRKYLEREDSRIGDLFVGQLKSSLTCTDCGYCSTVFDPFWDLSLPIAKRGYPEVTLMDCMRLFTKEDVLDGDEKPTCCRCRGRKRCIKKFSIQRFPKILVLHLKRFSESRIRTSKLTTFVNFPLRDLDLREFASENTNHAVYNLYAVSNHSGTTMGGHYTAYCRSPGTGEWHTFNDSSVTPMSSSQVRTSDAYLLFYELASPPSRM
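Deubiquitinase activity read as fluorescence (485/531 nm) after Ub-CHOP2 cleavage activates the enterokinase reporter on its substrate; USP2 core 10nM, Ub-CHOP2 and substrate 25nM each, 30min compound preincubation then 60min RT; data normalized to NEM, curves fitted.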
Menin MLL FP TR = inhibitors of human menin-MLL interaction, mutant MLL peptide | O00255 | Potency, µM (doses to about 61.6 µM), for inactives: top-dose FP activity change, negative = inhibition, hits mostly inhibitors | Menin + Texas Red MLL mutant peptide, fluorescence polarization | AID 1768 | hit rate 0.23% among 270,000; active = well fitted inhibition curve with a large enough effect in the polarisation, with a control signal flat, not every such curve was filed as active; inconclusive = small, poorly fitted or top-dose-only effect, or effect the other way, or a change in a side signal; inactive = no such curve, though single readings can be large or run the other way; the % refers to the polarisation; note: potency is the fitted concentration of half-maximal effect; % of control where 0% means no effect; many of its hits are not listed in these tables
* hit, by the source's call; ? = inconclusive; nt = no result given; [ ] = remark or other dose. Unless noted, calls come from the whole dose curve; as a rule, active = well fitted curve in the direction sought with a large enough effect; inconclusive = small, poorly fitted or top-dose-only effect, or another doubt; inactive = no such curve, though single readings can be large; an effect the other way counts as inactive or inconclusive. Not all compounds are listed; the hit share may differ from the screen's.

The line under a structure holds: TRPV1 agonist	PKM2 activator	B2AR arrestin	FBPA coupling cs	KCNH2 3.1 block	GALK inh	hERG WT inh	Giardia killer	CXXC DNA block	USP2a block	Menin MLL FP TR
Cc1ccc(C#N)c(SCc2cc3c(cc2Cl)OCO3)n1
    5	-1%	-0.3%	5	20	-1%	-47	?	-15%	0%	?
O=C1Cc2cc(S(=O)(=O)N3CCCCC3)ccc2N1
    1	1%	0.0%	-1	-45	nt	3	7	-6%	8%	6%
CC(=O)C(=Cc1cc(C)n(-c2ccccc2)c1C)C(C)=O
    -2	-1%	-0.1%	3	16	-1%	6	-3	0%	0%	?
O=c1[nH]c(Cc2ccccc2)nc2c1oc1ccccc12
    1	?	0.2%	0	21	-2%	2	-25	8%	2%	-17%
O=C(O)Cn1c(-c2ccccn2)nc2ccccc21
    0	10%	-0.7%	1	38	nt	0	-14	-7%	2%	-4%
Nc1ccccc1S(N)(=O)=O
    5	nt	-0.1%	0	-11	nt	-3	5	nt	1%	0%[24.8 µM]
CCN(CC)CCNC(=O)c1cc2c(s1)-c1ccccc1SC2
    3	nt	-0.3%	0	?	nt	4	3	8%	-2%	-5%
COc1cc(CCCN2CCNC[C@@H]2C(C)O)cc(OC)c1OC (stereo not given in full)
    -3	nt	0.0%	nt	-18	nt	-8	0	nt	1%	nt
CCOc1ccc(S(=O)(=O)N2CCC(C(=O)NCc3ccccn3)CC2)cc1C
    1	28%	-0.3%	2	18	4%	-1	-6	3%	4%	-5%
O=C(C[C@H]1C/C=C\C[C@H](NC(=O)OCC2c3ccccc3-c3ccccc32)C(=O)OC[C@@H]2CCCN2C1=O)N[C@H](CO)Cc1ccccc1
    nt	nt	-0.4%	nt	0	nt	-5	-18	nt	-1%	nt
COC(=O)NNC(=O)COc1ccccc1C
    -1	5%	-3.8%	-1	3	3%	1	6	0%	4%	20%
O=C(CC12CC3CC(CC(C3)C1)C2)N1CCCOC1
    6	-1%	0.0%	8	6	6%	9	19	9%	4%	-4%
O=C(O)c1cccc(NC(=O)c2cn(-c3ccccc3)nc2-c2cccc(Br)c2)c1
    2	1%	-0.6%	-1	-2	-8%	-23	-7	?	3%	?
N/C(Cc1ccccc1)=N\OC(=O)c1cccc2ccccc12
    3	6%	0.1%	-1	-21	nt	-5	-1	-2%	1%	6%
COc1ccccc1Cn1c(=O)c2ccccc2n2c(Sc3ncnc4sccc34)nnc12
    1	-1%	-0.5%	5	10	1%	3	-1	40%[activator]	3%	-1%
O=C(O)CCCCCCCCCCP(=O)(c1ccccc1)c1ccccc1
    1	2%	-0.2%	13	-1	-6%	3	-16	-18%	3%	nt
Cc1cc(Cl)c(S(=O)(=O)N(C)C)cc1OCC(N)=O
    0	-2%	-0.7%	1	14	-2%	1	-1	1%	2%	-1%
CC(=O)OC(C(=O)NCCN1CCOCC1)c1c(F)cccc1F (stereo not given)
    -3	5%	-1.0%	2	18	-1%	-11	6	-3%	-1%	19%
CNc1nc(C)c(C(=O)OCc2ccccc2)s1
    5	-2%	-1.6%	3	10	-6%	-16	5	-2%	1%	3%
O=C(Cc1ncc(C(F)(F)F)cc1Cl)Nc1cccc(Br)c1
    23	-4%	0.3%	-9	3	0%	-5	9	11%	1%	69%[activator]
O=C(CS(=O)(=O)Cc1ccccc1)N1CCN(c2cccc(C(F)(F)F)c2)CC1
    23	3%	0.1%	0	1	0%	1	11	2%	0%	10%
CCc1ccc(NC(=O)C(=O)NCC(O)c2ccccc2)cc1 (stereo not given)
    -4	-1%	-0.1%	2	-7	0%	-3	-3	-22%	7%	16%
CC(=O)c1ccc(OCc2cc(C(=O)NCC3CCCCO3)no2)cc1 (stereo not given)
    -1	nt	0.2%	-1	-18	0%	-20	-29	22%	3%	-11%
Cc1cc(NC(=O)c2c(Br)c(C)nn2C)no1
    11	-9%	-0.7%	0	26	0%	1	10	6%	3%	-1%
Cc1ccc(OC(F)F)c(NC(=O)Nc2cccc(C(F)(F)F)c2)c1
    -1	5%	-0.2%	-14	-3	0%	-14	18	9%	4%	?
CC(OC(=O)C1CC(=O)N(Cc2ccccc2)C1)C(=O)Nc1cccc(C#N)c1 (stereo not given)
    12	-1%	-0.6%	nt	-4	-1%	13	-6	7%	-1%	nt
COc1ccc(C/C(N)=N/OC(=O)c2cccc([N+](=O)[O-])c2)cc1
    4	?	-0.7%	0	8	2%	-5	-2	9%	-1%	1%
NS(=O)(=O)c1ccc(NC(=O)CSc2n[nH]c(=O)n2Cc2ccccc2)cc1
    2	3%	0.3%	1	11	6%	11	-6	-4%	1%	1%
Cc1ccc(S(=O)(=O)N2CCN(C(=O)COC(=O)c3cccc(Cl)c3)CC2)c(C)c1
    -3	nt	0.1%	nt	-2	nt	0	-5	nt	-1%	nt
CCC(C)[C@H](NC(=O)NCc1ccccc1Cl)C(=O)O (stereo not given in full)
    1	1%	-0.2%	-1	5	-4%	-19	-6	2%	8%	2%

6 entries from above, ordered by length of the SMILES, highest first.
The line under a structure holds: TRPV1 agonist	PKM2 activator	B2AR arrestin	FBPA coupling cs	KCNH2 3.1 block	GALK inh	hERG WT inh	Giardia killer	CXXC DNA block	USP2a block	Menin MLL FP TR
Cc1ccc(S(=O)(=O)N2CCN(C(=O)COC(=O)c3cccc(Cl)c3)CC2)c(C)c1
    -3	nt	0.1%	nt	-2	nt	0	-5	nt	-1%	nt
O=C(CS(=O)(=O)Cc1ccccc1)N1CCN(c2cccc(C(F)(F)F)c2)CC1
    23	3%	0.1%	0	1	0%	1	11	2%	0%	10%
Cc1ccc(OC(F)F)c(NC(=O)Nc2cccc(C(F)(F)F)c2)c1
    -1	5%	-0.2%	-14	-3	0%	-14	18	9%	4%	?
CC(=O)c1ccc(OCc2cc(C(=O)NCC3CCCCO3)no2)cc1 (stereo not given)
    -1	nt	0.2%	-1	-18	0%	-20	-29	22%	3%	-11%
O=C(O)CCCCCCCCCCP(=O)(c1ccccc1)c1ccccc1
    1	2%	-0.2%	13	-1	-6%	3	-16	-18%	3%	nt
CCc1ccc(NC(=O)C(=O)NCC(O)c2ccccc2)cc1 (stereo not given)
    -4	-1%	-0.1%	2	-7	0%	-3	-3	-22%	7%	16%

Following part:
SMILES	TRPV1 agonist	PKM2 activator	B2AR arrestin	FBPA coupling cs	KCNH2 3.1 block	GALK inh	hERG WT inh	Giardia killer	CXXC DNA block	USP2a block	Menin MLL FP TR
Cc1c(C(=O)OCC(=O)Nc2c(C)n(C)n(-c3ccccc3)c2=O)cccc1[N+](=O)[O-]	0	-1%	0.3%	3	0	9%	nt	2	4%	1%	6%
O=C(CCC(=O)OCCCC(F)(F)C(F)(F)F)Nc1ccccc1	15	2%	0.4%	2	3	3%	10	7	9%	1%	0%
Cc1cccc(Cn2c(O)c(N=NC(=S)Nc3ccccc3F)c3ccccc32)c1	-4	-7%	0.1%	-6	-91*	-1%	nt	-13	15%	2%	?
COc1ccc(-c2nc(-c3ccccc3)nc(Cl)c2C#N)cc1	nt	0%	4.8%	3	-16	-2%	14	3	19%	1%	nt
Cc1cc(NS(=O)(=O)c2ccc(NC(=O)c3ccoc3C)cc2)nc(C)n1	-2	2%	-1.1%	2	-1	-1%	12	-14	-5%	0%	-19%
Cc1ccc(C(=O)NN2C(=O)C3C4C=CC(C4)[C@@H]3C2=O)cc1 (stereo not given in full)	1	-4%	-0.5%	4	-5	-2%	6	19	4%	3%	nt
Cc1c(NC(=O)CN2C(=O)NC(C)(c3ccc4c(c3)OCCO4)C2=O)c(=O)n(-c2ccccc2)n1C (stereo not given)	0	1%	-0.2%	-1	6	0%	-1	6	4%	0%	16%
CC(=O)N1c2c(cc(Br)cc2S(=O)(=O)NCc2ccccc2)CC1C (stereo not given)	-1	0%	-0.5%	-10	29	-1%	3	-19	-14%	1%	-19%
